# VP16 counter = VP16 counterscreen qHTS for inhibitors of ROR gamma transcriptional activity. AID 2546, 2010. Drosophila S2 Gal4-VP16 UAS-luciferase, luminescence, 20 h. actives 3.5% (n = 310,000). Potency, µM (highest dose often 53.6 µM), for the others: at the top dose activity, negative = inhibition, usual class: inhibitors;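 further: Gal4-VP16 expression switched on by copper sulfate through the metallothionein promoter; potency means the concentration at half of the fitted maximal effect; on the % scale 0 is the no-effect control and ±100 the full control effect; nearly all actives have a fitted effect of over 50% in size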
# ELG1 genotoxic = qHTS screen for small molecules that induce genotoxicity in human embryonic kidney (HEK293T) cells expressing luciferase-tagged ELG1; HEK293T ELG1-luciferase reporter, luminescence, 16 h; Potency, µM (top dose mostly 46 µM), without a hit: at the top dose activity change, positive = activation, most hits filed as activators; actives 1.3% (n = 330,000); AID 504466, 2011; further: potency means the concentration at half of the fitted maximal effect; % of control where 0% means no effect; nearly all actives have a fitted effect of over 60% in size
#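 Screening used a luciferase reporter fused to human ELG1 in HEK293T cells. Luminescence was read on a CCD plate imager after 16 hr exposure and 30 min ONE-Glo incubation.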
# BRCA1 expr act = qHTS Assay to Identify Small Molecule Activators of BRCA1 Expression. Potency, µM (highest dose often 46.1 µM), without a hit: at the top dose activation, hits mostly activators. MCF7-BRCA1-FFLuc reporter, luminescence, 48 h; response scale: scaled: vehicle 0%, 10 µM genistein 100%. actives 1.1% (n = 380,000); further: potency means the concentration at half of the fitted maximal effect; nearly all actives have a fitted effect of over 80% in size; some results filed as inactive show a strong effect at the top dose
#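 Compounds are tested at multiple concentrations on MCF7 BRCA1-luciferase reporter cells seeded at 2000 per well; after 48 h, a single luminescence end-point is taken and curves fitted to the normalized data.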
# Rab9 prom act = qHTS Assay for Rab9 Promoter Activators | Huh7 Rab9 promoter-luciferase reporter, luminescence, 24 h | Potency, µM (highest dose often 9.22 µM), without a hit: at the top dose activation, negative = inhibition, hits mostly activators | actives 2.8% (n = 320,000) | AID 485297, 2010; further: potency means the concentration at half of the fitted maximal effect; % of control where 0% means no effect; nearly all actives have a fitted effect of over 60% in size
#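 Using Huh7 cells stably transfected with Rab9 promoter–luciferase, compounds were incubated 24 h at 37 °C, 5% CO2; luciferase luminescence was read 10 min after reagent addition.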
# NPC1 prom act = qHTS Assay for NPC1 Promoter Activators. AID 485313, 2010. actives 2.4% (n = 320,000). Huh7 NPC1 promoter luciferase reporter, 24 h. Potency, µM (doses to about 9.22 µM), without a hit: top-dose activation, hits mostly activators;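 further: potency means the concentration at half of the fitted maximal effect; % of control where 0% means no effect; nearly all actives have a fitted effect of over 60% in size; reporter is driven by a mutant NPC1 promoter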
#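 In 1536-well qHTS, Huh7 cells harboring an NPC1 promoter–luciferase construct received compound for 24 h; activation was quantified by luminescence following luciferase reagent addition.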
# PKM2 act = qHTS Assay for Activators of Human Muscle isoform 2 Pyruvate Kinase; Pyruvate kinase PKM (Homo sapiens), P14618; purified PKM2, Kinase-Glo ATP luminescence, activation; response scale: 0% is enzyme alone, no compound; Potency, µM (titrated, usually from 57.5 µM), inactives show top-dose activation, hits mostly activators; actives 0.34% (n = 260,000); AID 1631, 2009; further: potency means the concentration at half of the fitted maximal effect; on the % scale 0 is the no-effect control and ±100 the full control effect; nearly all actives have a fitted effect of over 55% in size
#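 Kinase-Glo luminescence reports ATP generated from ADP (0.1 mM) and PEP (0.5 mM) by purified hPK-M2 after 1 h at room temperature, pH 7.2 imidazole buffer; intermediate enzyme activity allows detecting inhibitors and activators.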
# FLuc modulator = qHTS profiling assay for firefly luciferase inhibitor/activator using purifed enzyme and Km concentrations of substrates (counterscreen for miR-21 project); actives 6.9% (n = 360,000); AID 588342, 2011; Luciferin 4-monooxygenase (Photinus pyralis), P08659; Potency, µM (titrated, usually from 57.5 µM), inactives show at the highest dose activity change, negative = inhibition, most hits filed as inhibitors; purified FLuc, Km substrates, luminescence inhibition;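 further: potency means the concentration at half of the fitted maximal effect; plate controls were vehicle for no effect and reference inhibitor for full effect; nearly all actives have a fitted effect of over 55% in size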
# Target sequence (P08659 whole entry, looked up): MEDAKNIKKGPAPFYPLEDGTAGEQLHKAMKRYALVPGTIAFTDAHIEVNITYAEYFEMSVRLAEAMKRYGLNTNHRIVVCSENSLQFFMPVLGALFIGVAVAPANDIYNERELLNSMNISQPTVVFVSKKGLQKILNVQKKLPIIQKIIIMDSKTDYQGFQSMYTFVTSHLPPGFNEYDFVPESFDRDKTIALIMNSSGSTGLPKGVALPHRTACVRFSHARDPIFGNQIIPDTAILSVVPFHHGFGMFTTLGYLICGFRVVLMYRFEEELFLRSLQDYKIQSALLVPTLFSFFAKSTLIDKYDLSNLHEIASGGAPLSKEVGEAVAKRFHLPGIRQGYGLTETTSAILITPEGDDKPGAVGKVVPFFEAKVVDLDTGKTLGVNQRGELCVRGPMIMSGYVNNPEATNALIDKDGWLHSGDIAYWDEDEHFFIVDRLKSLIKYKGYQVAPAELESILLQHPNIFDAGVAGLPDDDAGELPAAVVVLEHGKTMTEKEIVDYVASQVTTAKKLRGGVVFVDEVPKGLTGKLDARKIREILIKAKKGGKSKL
#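 Purified P. pyralis luciferase, 10 nM final, with Km-level 10 uM D-luciferin and 10 uM ATP in 50 mM Tris acetate pH 7.5, 10 mM Mg acetate, 0.01% Tween-20, 0.05% BSA; 6-point qHTS titration about 60 µM downward; luminescence read.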
# RORg inh = qHTS for inhibitors of ROR gamma transcriptional activity; Nuclear receptor ROR-gamma (Mus musculus), P51450; actives 5.4% (n = 310,000); Drosophila S2 Gal4-RORgamma UAS-luciferase reporter, 20 h; AID 2551, 2010; Potency, µM (doses to about 53.6 µM), for inactives: at the highest dose activity change, negative = inhibition, most hits filed as inhibitors; further: potency means the concentration at half of the fitted maximal effect; on the % scale 0 is the no-effect control and ±100 the full control effect; nearly all actives have a fitted effect of over 60% in size
# Target sequence (P51450 whole entry, looked up, the tested form may be a part): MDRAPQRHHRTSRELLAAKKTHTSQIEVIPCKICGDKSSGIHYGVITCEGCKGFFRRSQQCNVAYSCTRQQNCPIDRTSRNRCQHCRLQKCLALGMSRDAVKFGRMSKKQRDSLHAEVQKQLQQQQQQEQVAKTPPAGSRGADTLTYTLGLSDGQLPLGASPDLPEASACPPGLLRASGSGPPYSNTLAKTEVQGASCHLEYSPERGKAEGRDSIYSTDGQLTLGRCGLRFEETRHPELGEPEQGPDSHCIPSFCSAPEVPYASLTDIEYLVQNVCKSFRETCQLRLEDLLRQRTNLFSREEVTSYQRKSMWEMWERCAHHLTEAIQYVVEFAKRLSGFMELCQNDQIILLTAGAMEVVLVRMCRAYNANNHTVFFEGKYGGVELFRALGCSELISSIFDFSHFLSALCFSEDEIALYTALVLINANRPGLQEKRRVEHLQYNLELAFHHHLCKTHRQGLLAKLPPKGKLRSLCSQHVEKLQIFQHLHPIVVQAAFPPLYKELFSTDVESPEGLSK
#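 Compounds are pin-transferred onto Drosophila Schneider cells expressing a copper-inducible Gal4–ROR gamma transactivation domain fusion. After 1 hr, copper sulfate is added to 700 uM final; luciferase is read 20 hr later.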
# Menin MLL FP TR = qHTS Assay for Inhibitors Targeting the Menin-MLL Interaction in MLL Related Leukemias: Competition With Texas Red Labeled MLL-derived Mutant Peptide. Menin + Texas Red MLL mutant peptide, fluorescence polarization. AID 1768, 2009. Potency, µM (highest dose often 61.6 µM), inactives show at the highest dose FP activity change, negative = inhibition, usual class: inhibitors. O00255. actives 0.23% (n = 270,000); active means well fitted inhibition curve with a large enough effect in the polarisation, with a control signal flat, not every such curve was filed as active; inconclusive means small, poorly fitted or top-dose-only effect, or effect the other way, or a change in a side signal; inactive means no such curve, though single readings can be large or run the other way; the % refers to the polarisation; further: potency means the concentration at half of the fitted maximal effect; % of control where 0% means no effect; many of its hits are not listed in these tables
# p53 reactivation = qHTS assay for re-activators of p53 using a Luc reporter | H1299 p53-A138V BP100-luciferase reporter, luminescence, 24 h | Potency, µM (doses to about 92.2 µM), for the others: at the top dose activity change, positive = activation, hits mostly activators | actives 0.063% (n = 320,000); further: potency means the concentration at half of the fitted maximal effect; % of control where 0% means no effect; nearly all actives have a fitted effect of over 45% in size
#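 p53-null H1299 cells stably carrying temperature-sensitive p53-A138V and a BP100-luciferase reporter were pinned with compounds (4-point, 1:5 series) and held 24 hrs at 37 deg C. Luminescence was read 10 min after detection reagent.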
# Giardia killer = Small Molecules that selectively kill Giardia lamblia: qHTS. activity change, % at 7.66 µM, hits read low. Giardia lamblia trophozoite viability. actives 0.15% (n = 340,000). AID 540267, 2011; in the data active means activity change below about -80%; inconclusive means between about -30% and that limit;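 further: parasites exposed to compound for two days anaerobically before the ATP read; on the % scale 0 is the no-effect control and ±100 the full control effect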
#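 Trophozoites 100 cells/well + cpd; 48 hrs, 37 deg C, anaerobic. ATPLite 1-Step added, 15-30 min RT, luminescence read (ATP-based viability).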
# * marks the source's active call; other numbers are inactive results; ? = inconclusive; nt = not tested or not shown; & = joins results of further samples; [ ] = remark or other dose. Unless noted, the call rests on the fitted dose curve; in most records, active means well fitted curve in the direction sought with a large enough effect; inconclusive means small, poorly fitted or top-dose-only effect, or another doubt; inactive means no such curve, though single readings can be large; an effect the other way counts as inactive or inconclusive. Not all compounds are listed; count on the stated rates, not on these rows.
# Each structure is followed by: VP16 counter	ELG1 genotoxic	BRCA1 expr act	Rab9 prom act	NPC1 prom act	PKM2 act	FLuc modulator	RORg inh	Menin MLL FP TR	p53 reactivation	Giardia killer
[1] O=C(CCNS(=O)(=O)c1ccccc1C(F)(F)F)NNC(=O)C1COc2ccccc2O1 (configuration not stated)
  nt	-2%	12%	0%	0%	nt	8%	nt	nt	-3%	11
[2] CCCCN(Cc1cccs1)S(=O)(=O)c1ccc(-c2ccc(=O)[nH]n2)s1
  4%	6%	-3%	-5%	-6%	-4%	2%	15%	12%	-1%	5
[3] Cc1nn(CC(=O)Nc2ccc3nc4n(c(=O)c3c2)CCCC4)c(C)c1[N+](=O)[O-]
  22%	-6%	13%	-1%	-3%	nt	1%	13%	nt	-3%	-4
[4] Cc1ccccc1NS(=O)(=O)CCCCC(Cl)(Cl)Cl
  -17%	2%	-9%	-3%	-2%	4%	-10%	19%	4%	5%	11
[5] CC1(C)CC(=O)c2ccc(O)cc2O1
  -6%	-3%	-8%	6%	-5%	-14%	-3%	29%	1%	-2%	12
[6] Cc1ccc(S(=O)(=O)N2CCCCC2)cc1NC(=O)Cn1ccsc1=N
  1%	2%	9%	-1%	-5%	1%	-3%	31%	2%	-1%	9
[7] Cc1ccc2nc(SCC(=O)NCc3ccccc3)nc(=O)n2c1
  nt	2%	-10%	-1%	-10%	nt	6%	nt	nt	10%	-8
[8] CC(C)OC(=O)/C(=C\c1cccc2ccccc12)NC(=O)c1ccccc1
  -3%	-6%	-24%	3%	-1%	-4%	-2%	20%	7%	-2%	8
[9] COc1ccc(-c2ccc(=O)n(Cc3cc(=O)n4ccccc4n3)n2)cc1
  -7%	9%	-3%	-2%	1%	4%	2%	34%	-15%	-9%	-7
[10] Cc1c(/C=N/n2cnnc2)c2ccccc2n1CCOc1ccccc1
  -3%	1%	-74%	-4%	3%	8%	-9%	-1%	13%	-9%	9
[11] COc1ccc(C(=O)NC(=S)NNC(=O)c2cnccn2)cc1OC
  3%	6%	-49%	-25%	-22%	6%	0%	-27%	3%	14%	2
[12] Cc1ccc(/C=N/NC(=O)c2n[nH]c3c2CCCC3)cc1
  8%	6.5µM*	22%	-6%	?	0%	2.4µM*	-25%	nt	?	-13
[13] CCOc1ccccc1NS(=O)(=O)c1cccs1
  5%	-3%	2%	11%	0%	6%	2%[2.3 µM]	19%	6%	-4%	-9
[14] Cc1ccc(-c2noc(COc3ccccc3C)n2)cc1
  5%	?	?	23%	18%	-2%	21µM*	14%	26%	?	10
[15] COc1cc(C(=O)NCC(=O)N/N=C/c2ccccn2)cc(OC)c1OC
  2%	2%	13%	-5%	-3%	-3%	1%	3%	7%	-3%	-20
[16] CC1(C)CCC/C(=C\c2ccccc2)C1=O
  nt	1%	5%	1%	-2%	nt	?	nt	nt	-6%	12
[17] COc1ccc(CCn2c(C(C)C)nc3oc4ccccc4c(=O)c3c2=O)cc1
  -5%	-7%	-3%	-1%	-2%	1%	3%	-17%	nt	-3%	4
[18] CC(C)CCNC(=O)CSc1nc2ccccc2s1
  -1%	-1%	11%	0%	2%	4%	-18%	-15%	20%	-2%	-2
[19] CC(C)NC(=S)Nc1ccc2nc3n(c(=O)c2c1)CCCCC3
  4%	-3%	-5%	1%	1%	-3%	3%	2%	0%	0%	-12
[20] Cc1ccc(NC(=O)C2CC(=O)n3c(nc4ccccc43)N2)cc1 (configuration not stated)
  4%	8%	-19%	0%	-6%	-3%	2%	-10%	-20%	2%	2
[21] CCc1c(C)nc2ncnn2c1Nc1ccccc1C
  -2%	-3%	-43%	0%	-2%	-3%	-1%	8%	6%	-26%	-4
[22] Cc1cccc(-n2c(C)nc3cc(C(=O)NCC4CCCO4)ccc32)c1 (configuration not stated)
  14%	2%	1%	-1%	1%	nt	2%	-1%	-26%	4%	-1
[23] Cc1ccc(S(=O)(=O)N(C)C)cc1NC(=O)COC(=O)C1(c2ccccc2)CC1
  nt	0%	-17%	-6%	2%	nt	4%	nt	nt	2%	9
[24] CC(C)(C)SCCNC(=O)CN(c1ccccc1)S(=O)(=O)c1ccccc1
  -1%	-2%	-5%	-5%	-6%	1%	-1%	16%	-8%	-2%	9
[25] Cc1cc(/C=C2/NC(=O)N(c3ccccc3)C2=O)c(C)n1-c1cccnc1
  1%	?	1.3µM*	1.6µM*	2.2µM*	-7%	3.4µM*	3%	17%	?	-21
[26] O=C(O)Cc1csc2ccccc12
  4%	4%	-10%	-5%	0%	-5%	1%	-15%	-19%	6%	5
[27] CC(=O)Nc1ccc(S(=O)(=O)N2CCCc3ccccc32)cc1
  0%	-5%	-87%	-17%	-24%	-2%	1%	-19%	?	-27%	6
[28] Cc1cc(C)n(C(=O)c2cc3sccc3[nH]2)n1
  22%	?	-1%	17%	14%	-3%	?	22%	20%	20%	7
[29] Cc1cccc(NC(=O)Cn2cnc(S(=O)(=O)N3CCCC3)c2)c1C
  1%	3%	0%&0%	-2%	-5%	nt	2%&-4%	-9%	nt	0%	-7
[30] Brc1ccc(CNc2nc3ccccc3n2CCN2CCCCC2)cc1
  -22%	-13%	-43%	-4%	-8%	2%	-18%	?	nt	-1%	-83*
[31] COc1ccccc1NC(=S)N1CCC(c2nc3ccccc3o2)CC1
  -12%	1%	-9%	0%	-2%	-18%	-7%	?	-14%	-21%	-15
[32] COc1cc2cc3c(N)c(C(=O)NCc4ccco4)sc3nc2cc1OC
  -7%	?	?	?	?	6%	11µM*	?	?	27%	5
[33] CNC(=S)N/N=C/c1ccccc1OCC(=O)O
  0%	2%	19%	-5%	-7%	-3%	-18%	-31%	nt	0%	5
[34] O=C(CN(CCc1ccccc1)C(=O)c1csnn1)NC1CCCC1
  -12%	0%	-11%	-3%	-8%	-2%	-2%	19%	-14%	-4%	-12
[35] O=C(N/N=C/C=C/c1ccccc1)c1cc2c(ccc3ccccc32)o1
  ?	?	-3%	10%	9%	-2%	?	7.1µM*	-2%	-2%	?
[36] COCC(C)NS(=O)(=O)c1ccc(C)cc1 (configuration not stated)
  7%	0%	-14%	-4%	0%	-6%	2%	25%	11%	-3%	-8
[37] O=C(N/N=C/C=C\c1cccc([N+](=O)[O-])c1)c1cccnc1
  ?	-17%	-29%	0%	10%	7%	1%	6.3µM*	nt	4%	17
[38] CCN(CC)CCOC(=O)c1c(C)oc2ccc(OC)cc12
  2%	8%	?	2%	6%	9%	-11%	?	-1%	1%	5
[39] CCCn1c(SCc2ccon2)nc2ccccc2c1=O
  7%	5%	-10%	-4%	0%	1%	-2%	2%	-9%	-1%	9
[40] COC(=O)CCN(C(=O)c1ccc(N2CCCC2)c([N+](=O)[O-])c1)c1ccccn1
  -14%	4%	4%	-3%	-7%	0%	-4%	12%	-6%	26%	?
[41] O=C(CCNC(=O)c1ccccc1Cl)Nc1cccc(S(=O)(=O)N2CCCC2)c1
  nt	1%	-14%	11%	5%	nt	-12%	nt	nt	-16%	-10

# Taken from above.
# `O=C(N/N=C/C=C/c1ccccc1)c1cc2c(ccc3ccccc32)o1` | Menin MLL FP TR = -2%
# `COc1cc2cc3c(N)c(C(=O)NCc4ccco4)sc3nc2cc1OC` | p53 reactivation = 27%

# Some of these compounds in order of their number in Menin MLL FP TR, low to high.
item | structure | Menin MLL FP TR
22 | Cc1cccc(-n2c(C)nc3cc(C(=O)NCC4CCCO4)ccc32)c1 (configuration not stated) | -26%
5 | CC1(C)CC(=O)c2ccc(O)cc2O1 | 1%
21 | CCc1c(C)nc2ncnn2c1Nc1ccccc1C | 6%
28 | Cc1cc(C)n(C(=O)c2cc3sccc3[nH]2)n1 | 20%
14 | Cc1ccc(-c2noc(COc3ccccc3C)n2)cc1 | 26%
